# PAFAH1B2 inh – inhibitors of human PAFAH1B2. P68402. recombinant PAFAH1B2, FP-rhodamine activity probe, fluorescence polarization. inhibition, % at 3.39 µM. 340,000 compounds, 1.2% hits. AID 492953;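 active means inhibition above the mean of all tested compounds plus 3 SD, cut at about 24% in these data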;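 further: 0% = enzyme with DMSO and 100% = wells lacking PAFAH1B2; many of its hits are not listed in these tables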
# GSTO1 inh – blocks human GSTO1 in RBBP9 counter-screen | P78417 | recombinant GSTO1, activity-based probe fluorescence polarization | inhibition, % at 5.96 µM | 300,000 compounds, 1.1% hits | AID 1974;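 active means inhibition above the campaign mean inhibition plus 3 SD, cut at about 35% in these data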;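 further: 0% = GSTO1-1 with DMSO and 100% = wells lacking GSTO1-1 enzyme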
# Target sequence (P78417 whole entry, looked up): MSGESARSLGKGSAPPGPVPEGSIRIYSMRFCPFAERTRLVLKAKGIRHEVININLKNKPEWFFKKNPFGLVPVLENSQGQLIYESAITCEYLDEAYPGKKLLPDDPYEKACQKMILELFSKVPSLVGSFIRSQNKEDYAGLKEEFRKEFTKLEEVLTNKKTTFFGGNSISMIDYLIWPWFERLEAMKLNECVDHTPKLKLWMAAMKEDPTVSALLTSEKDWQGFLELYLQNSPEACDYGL
# PAFAH2 inh – PAFAH2 (human) inhibition. 340,000 compounds, 0.99% hits. inhibition, % at 3.39 µM. recombinant PAFAH2, FP-rhodamine activity probe, fluorescence polarization;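 active means inhibition above the mean over all tested compounds plus 3 SD, cut at about 30% in these data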;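 further: inhibitors block probe labeling of enzyme so polarization drops; 0% = enzyme with DMSO and 100% = wells lacking PAFAH2 protein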
# PME-1 primary – blocks human protein phosphatase methylesterase 1. Q9Y570. recombinant PME-1, FP-Rh probe fluorescence polarization. inhibition, % at 5.9 µM. 320,000 compounds, 0.53% hits. AID 2130;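 active means inhibition above the campaign mean of all compounds plus 3 SD, cut at about 26% in these data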;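 further: competitive labeling of PME-1 active site by serine hydrolase directed probe; 0% = PME-1 with DMSO and 100% = wells lacking PME-1 enzyme; inhibitors block probe labeling so polarization falls and inhibition rises; many of its hits are not listed in these tables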
# Target sequence (Q9Y570 whole entry, looked up): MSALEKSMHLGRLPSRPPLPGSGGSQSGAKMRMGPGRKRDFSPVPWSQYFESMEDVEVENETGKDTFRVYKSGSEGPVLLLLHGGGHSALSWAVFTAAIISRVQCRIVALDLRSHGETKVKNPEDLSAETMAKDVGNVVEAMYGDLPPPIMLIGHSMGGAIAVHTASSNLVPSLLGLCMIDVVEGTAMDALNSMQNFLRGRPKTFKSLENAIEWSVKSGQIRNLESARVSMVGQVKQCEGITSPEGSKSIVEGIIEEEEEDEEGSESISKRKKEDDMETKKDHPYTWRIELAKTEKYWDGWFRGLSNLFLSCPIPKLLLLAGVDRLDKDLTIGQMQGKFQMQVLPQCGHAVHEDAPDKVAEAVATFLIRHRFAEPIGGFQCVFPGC
# PAD4 FP inh – inhibitors of human PAD4. recombinant PAD4, RCA probe fluorescence polarization. Q9UM07. AID 485272. inhibition, % at 6.36 µM. 330,000 compounds, 0.41% hits;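 active means percent inhibition above a cutoff equal to the mean of all tested compounds plus 3 SD, cut at about 15% in these data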;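 further: 0% = PAD4 with RCA probe and DMSO and 100% = probe without PAD4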
# PAFAH1B3 inh – inhibitors of human PAFAH1B3. Q15102. recombinant PAFAH1B3, FP-rhodamine probe, fluorescence polarization. inhibition, % at 3.39 µM. 340,000 compounds, 0.28% hits;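 active means inhibition above the screen-wide average of all tested compounds plus 3 SD, cut at about 25% in these data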;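 further: 0% = enzyme with DMSO only and 100% = wells lacking PAFAH1B3 protein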
# Target sequence (Q15102 whole entry, looked up): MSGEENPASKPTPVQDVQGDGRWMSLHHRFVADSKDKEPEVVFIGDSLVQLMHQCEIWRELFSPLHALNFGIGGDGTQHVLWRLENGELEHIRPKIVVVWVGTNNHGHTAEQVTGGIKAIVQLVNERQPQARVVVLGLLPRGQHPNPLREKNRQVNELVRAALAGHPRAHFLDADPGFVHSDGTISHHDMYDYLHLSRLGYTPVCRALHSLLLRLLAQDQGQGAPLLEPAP
# pPAFAH FP inh – pPAFAH (human) enzyme inhibition. AID 463082. recombinant pPAFAH, FP-rhodamine probe fluorescence polarization. 330,000 compounds, 1.5% hits. inhibition, % at 3.39 µM;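 active means inhibition above the mean inhibition across the screen plus 3 SD, cut at about 25% in these data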;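 further: inhibitors block binding of the rhodamine activity-based probe so polarization drops; 0% = enzyme with DMSO and 100% = wells lacking pPAFAH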
# LYPLA1 counter – counter-screen for PME1 inhibitors: inhibitors of human LYPLA1; O75608; 320,000 compounds, 0.16% hits; recombinant LYPLA1, FP-Rh probe fluorescence polarization; inhibition, % at 5.9 µM;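 active means inhibition above the mean of all tested compounds plus 3 SD, set per campaign, cut at about 14% in these data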;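 further: inhibitors block serine hydrolase probe labeling of LYPLA1 so polarization falls; 0% = enzyme with DMSO and 100% = wells lacking LYPLA1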
# LYPLA2 counter – blocks human lysophospholipase 2, a PME1 counter-screen; O95372; recombinant LYPLA2, FP-Rh probe fluorescence polarization; inhibition, % at 5.9 µM; 320,000 compounds, 0.38% hits; AID 2177;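 active means inhibition above the screen-wide mean plus 3 SD, limit set per campaign, cut at about 26% in these data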;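 further: 0% = LYPLA2 with DMSO and 100% = wells lacking LYPLA2 enzyme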
# An asterisk follows results filed as active; . = no result given.
No.	Compound	PAFAH1B2 inh	GSTO1 inh	PAFAH2 inh	PME-1 primary	PAD4 FP inh
1	O=C(CSc1nnc(-c2ccccn2)n1Cc1ccccc1)Nc1ccc2c(c1)OCO2	2	5	-5	-5	0
2	CCN(C(=O)COC(=O)c1ccco1)c1c(N)n(Cc2ccccc2)c(=O)[nH]c1=O	0	2	-4	-4	2
3	O=C(COC(=O)c1ccc([N+](=O)[O-])cc1)NCCC1=CCCCC1	8	.	11	.	-2
4	COC(=O)c1ccccc1NC(=O)CN(c1c(C)cccc1C)S(C)(=O)=O	-1	1	-11	1	-3
5	CCN(C1CCS(=O)(=O)C1)S(=O)(=O)c1cc(C)ccc1C (configuration not stated)	3	14	-7	-5	-2
6	COC(=O)NC(NC(=S)Nc1cccc(C)c1)C(Cl)(Cl)Cl (configuration not stated)	5	0	-5	-5	1
7	COc1cccc(CNC(=O)C2CCN(c3cnccn3)CC2)c1	-1	-1	-9	-9	0
8	Fc1cccc(/C=N/Nc2ccccn2)c1	0	5	4	0	0
9	O=C(CCNC(=O)c1ccco1)NC(Cc1c[nH]c2ccccc12)C(=O)O (configuration not stated)	7	.	-5	-3	-1
10	Nc1ccc(C#Cc2ccc3sc4ccccc4c(=O)c3c2)cc1	-6	-2	-5	7	2
11	O=C(Cn1nnc(-c2ccccc2)n1)NCc1ccc2c(c1)OCO2	-1	5	-3	-6	-3
12	CCOC(=O)C1(CC2CCCCO2)CCN(Cc2ccccc2-c2ccco2)CC1 (configuration not stated)	2	11	4	-1	0
13	O=C1NC[C@H](c2ccccc2)N(CCc2cc(C(F)(F)F)cc(C(F)(F)F)c2)C1=O	9	3	3	1	0
14	O=C(CSc1nc2nc(-c3cccs3)cc(C(F)(F)F)c2c(=O)[nH]1)Nc1c(F)c(F)c(F)c(F)c1F	-1	-38	-5	-6	-2
15	CC(=O)N(CCN1CCOCC1)Cc1cc2cc3c(cc2nc1Cl)OCO3	2	1	5	6	-3

No.	PAFAH1B3 inh	pPAFAH FP inh	LYPLA1 counter	LYPLA2 counter
1	4	1	-2	-4
2	9	-2	0	1
3	9	14	.	.
4	12	3	4	2
5	-3	-3	2	0
6	7	1	3	-10
7	-1	5	3	6
8	15	6	5	4
9	6	-3	-1	0
10	-2	7	-7	-7
11	-4	1	-6	-10
12	-2	1	-1	0
13	14	10	-3	-4
14	-3	-4	-10	-14
15	7	1	-1	-1

# Whole records, looked up by structure. Order of screens: PAFAH1B2 inh	GSTO1 inh	PAFAH2 inh	PME-1 primary	PAD4 FP inh	PAFAH1B3 inh	pPAFAH FP inh	LYPLA1 counter	LYPLA2 counter
# `CCOC(=O)C1(CC2CCCCO2)CCN(Cc2ccccc2-c2ccco2)CC1` (configuration not stated) is listed with 2	11	4	-1	0	-2	1	-1	0
# `COC(=O)c1ccccc1NC(=O)CN(c1c(C)cccc1C)S(C)(=O)=O` is listed with -1	1	-11	1	-3	12	3	4	2
# `COC(=O)NC(NC(=S)Nc1cccc(C)c1)C(Cl)(Cl)Cl` (configuration not stated) is listed with 5	0	-5	-5	1	7	1	3	-10
# `CCN(C1CCS(=O)(=O)C1)S(=O)(=O)c1cc(C)ccc1C` (configuration not stated) is listed with 3	14	-7	-5	-2	-3	-3	2	0
# `CC(=O)N(CCN1CCOCC1)Cc1cc2cc3c(cc2nc1Cl)OCO3` is listed with 2	1	5	6	-3	7	1	-1	-1

# Other records
No.	Compound	PAFAH1B2 inh	GSTO1 inh	PAFAH2 inh	PME-1 primary	PAD4 FP inh
16	COc1ccccc1NC(=O)COC(=O)COc1ccccc1F	3	.	10	-6	1
17	Nc1n[nH]c(N)c1N=Nc1ccccc1	7	1	3	4	-4
18	COc1ccc(OCc2cccc(C(=O)Nc3ccc(CN4CCCCC4)cc3)c2)cc1	-2	-1	-2	3	0
19	N#Cc1nc(Cc2cccc3ccccc23)oc1N1CCOCC1	2	2	0	10	-2
20	CCOc1ccc(CC(C(N)=O)C(N)=O)cc1CN(C)C	2	5	1	-2	-6
21	CS(=O)(=O)N1CCN(C(=S)NCc2ccc(F)cc2)CC1	-3	8	1	0	1
22	COCCCN1C(=O)c2ccc(C(=O)O)cc2C1=O	-1	-2	-8	-3	1
23	Cc1ccccc1/C=N/n1c(-c2cc(-c3ccccc3)n[nH]2)n[nH]c1=S	8	-10	10	20	2
24	CCOC(=O)c1ccc2c(c1)nc(SC/C(O)=C(\C#N)c1nc3ccccc3[nH]1)n2CC	4	-1	-7	4	1
25	O=[N+]([O-])c1ccc(S(=O)(=O)NCCc2cn3ccccc3n2)cc1	6	-2	3	-6	3
26	O=C(Cn1nc(-c2ccccc2)nc1-c1ccccc1)N1CCOCC1	-8	-2	-8	-5	-2
27	O=C1OCC(c2ccc(Cl)s2)=C1c1ccccc1[N+](=O)[O-]	-2	3	5	-10	-2
28	CC(=O)c1cccc(NC(=O)c2ccccc2OCc2ccc(F)cc2)c1	2	10	-9	-3	5
29	CC(C)CCOc1cccc(OCC(=O)NC2CCS(=O)(=O)C2)c1 (configuration not stated)	6	-2	6	-2	8
30	COc1ccccc1NC(=O)C(=O)NCCCN1CCCC1=O	5	-7	6	-8	-1

No.	PAFAH1B3 inh	pPAFAH FP inh	LYPLA1 counter	LYPLA2 counter
16	3	5	-2	-1
17	8	4	1	-2
18	-4	0	-3	5
19	9	5	1	2
20	10	0	-2	-2
21	0	0	-1	-1
22	8	-2	1	-2
23	8	15	0	-4
24	7	4	2	2
25	4	-3	2	5
26	0	-4	-6	-4
27	-2	4	-1	-2
28	-5	0	-4	0
29	6	3	2	0
30	-1	0	2	1

# (continued)
No.	Compound	PAFAH1B2 inh	GSTO1 inh	PAFAH2 inh	PME-1 primary	PAD4 FP inh
31	CCOc1cc2c(Cl)ncnc2c(OCC)c1OCC	4	-1	-2	-1	0
32	CCOc1ccccc1-n1c(SCC(=O)N2CCOCC2)nnc1-c1ccccn1	7	5	-5	1	1
33	COc1cc(NC(=O)CCCNC(=O)c2ccc(Cl)cc2)cc(OC)c1	1	-1	2	-9	1
34	CCCCCC(C)NC(=S)NC(=O)c1cc(S(=O)(=O)N2CCOCC2)ccc1C (configuration not stated)	2	-1	2	-5	6
35	CCOC(=O)Nc1ccccc1C(=O)N1CCOCC1	1	1	8	-1	-1
36	COc1ccc(/C=N\NC(=O)c2nn(C)cc2Cl)cc1CN1CCOCC1	4	-2	-1	-1	4
37	NC(=O)c1ccc(-n2nnnc2SCC(=O)Nc2ccccc2F)cc1	3	4	1	6	-5
38	S=c1[nH]nc(-c2ccco2)n1/N=C/c1cccs1	5	9	2	-8	3
39	Cc1ccc(S(=O)(=O)n2[nH]c(=O)cc2NC(=O)c2cccs2)cc1	.	-1	.	-8	-11
40	Cc1ccc(C2=C(CC(=O)O)C(=O)CC2)cc1	-2	-1	2	-3	-1
41	Cc1cc(C)nc(SCC(=O)NC2=NC(=O)C(C)S2)n1 (configuration not stated)	.	1	.	-9	2
42	CCCCCn1c(Br)nc2c1c(=O)n(CC(N)=O)c(=O)n2C	-7	5	-1	0	-3
43	N#Cc1c(-c2ccccc2)nc2n(-c3ccccc3)nc(C(=O)Nc3ccccc3)n2c1=O	-8	-11	-7	-22	-2
44	COc1ccc(-c2csc(NC(=S)NC(=O)/C=C/c3ccco3)n2)cc1Br	.	-8	.	0	-7
45	C=CCOc1ccc(C2/C(=C(/O)c3ccc(OC)cc3)C(=O)C(=O)N2CCN2CCNCC2)cc1 (configuration not stated)	8	-2	-3	-3	1

No.	PAFAH1B3 inh	pPAFAH FP inh	LYPLA1 counter	LYPLA2 counter
31	4	3	0	2
32	9	-2	1	-1
33	0	0	2	1
34	-2	8	-3	-3
35	2	1	-4	-1
36	2	4	4	5
37	7	4	-2	5
38	3	3	-1	0
39	.	3	-4	-2
40	3	6	-1	1
41	.	3	2	-1
42	-1	-3	-3	2
43	-9	-5	-10	-30
44	.	9	-7	-6
45	1	1	-3	-5

# (further entries)
No.	Compound	PAFAH1B2 inh	GSTO1 inh	PAFAH2 inh	PME-1 primary	PAD4 FP inh
46	CCCN1CCN(C(=O)C2CCN(c3nnc(C)c4c(C)n(-c5ccc(C)cc5)nc34)CC2)CC1	0	-6	0	-3	-9
47	Cc1ccc(NC(=O)[C@@]2(CC(=O)O)CC(/C=C/c3ccccc3)=NO2)c(C)c1	1	3	-1	-3	1
48	CCOc1ccc(S(=O)(=O)Nc2cccc(C(=O)NCC3CCCO3)c2)cc1 (configuration not stated)	2	8	7	-1	-4
49	O=C(O)CC1NCCc2ccccc21 (configuration not stated)	2	2	0	-9	1
50	O=C(c1ccco1)N1CCN(c2nc(C3CC3)nc3sc4c(c23)CCCC4)CC1	-1	-13	11	2	3
51	Cc1cc(C)c(C)c(SCC(=O)Nc2oc(C)c3c(C)n[nH]c(=O)c23)c1C	-1	-1	5	0	-11
52	N#Cc1ccccc1NC1=CC(=O)CCC1	2	3	3	1	-2
53	COC(=O)Cc1c(C)nc2nc(Cc3ccccc3)[nH]n2c1=O	3	-6	14	-1	0
54	COc1cccc(CN(CC(=O)NCc2ccccc2)S(=O)(=O)CCl)c1	3	.	-1	1	0
55	COc1cccc(C(=O)N(Cc2ccc3c(c2)OCO3)Cc2nc3ccccc3c(=O)[nH]2)c1	2	-1	-3	5	-2
56	COc1ccc(C(=O)NNC(=O)C(=O)Nc2cccc3ccccc23)cc1	1	5	10	0	-1
57	Cc1nc(N2CCc3ccccc3C2)[nH]c(=O)c1Cc1ccccc1	6	1	8	4	-1
58	O=C(CCn1c(=S)oc2ccccc21)Nc1ccc2c(c1)OCCO2	4	12	-2	-3	-1
59	Cn1cnnc1SCC(=O)NCCC(c1ccccc1)c1ccccc1	7	3	6	0	-5
60	Cc1cc(C)cc(N)c1	4	.	4	-5	-5

No.	PAFAH1B3 inh	pPAFAH FP inh	LYPLA1 counter	LYPLA2 counter
46	2	0	-2	4
47	6	4	-1	-3
48	1	-1	-1	0
49	0	-7	0	-6
50	7	13	-2	-2
51	1	2	0	0
52	4	3	-1	2
53	0	2	2	-7
54	-3	-3	-1	-5
55	3	5	0	-3
56	2	-2	-1	-1
57	11	3	0	4
58	8	0	0	10
59	-1	3	4	-6
60	8	-2	-2	-2

# Continuation:
No.	Compound	PAFAH1B2 inh	GSTO1 inh	PAFAH2 inh	PME-1 primary	PAD4 FP inh
61	CSc1ccc(/C=N/NC(=O)CN2CCN(Cc3ccccc3Cl)CC2)cc1	5	1	1	-2	-2
62	CCOC(=O)CCCc1c[nH]c2ccccc12	8	-4	1	3	-3
63	Cc1cc(C(=O)NCCCN2CC(C)CC(C)C2)n(-c2ccccc2)n1 (configuration not stated)	2	9	-4	-8	-10
64	Cc1c(NC(=O)C(C)OC(=O)c2ccc(Br)o2)c(=O)n(-c2ccccc2)n1C (configuration not stated)	1	-11	-4	-1	-4

No.	PAFAH1B3 inh	pPAFAH FP inh	LYPLA1 counter	LYPLA2 counter
61	5	1	1	5
62	1	1	1	3
63	-4	-12	-4	-8
64	5	4	0	-1

# Screening results from PubChem.

# Not all compounds are listed; the hit share may differ from the screen's.
